CHRM4 PAM – human M4 muscarinic receptor positive allosteric modulators, primary screen, CHO-K1 cells, Fluo-8 calcium fluorescence. Muscarinic acetylcholine receptor M4 (Homo sapiens), P08173. hit rate 0.4% among 360,000. activation, % at 3 µM. CHO-K1 hM4/Gqi5, ACh EC20; 0% = ACh EC20, 100% = maximal ACh. AID 624126, 2012;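 active = activation above its plate's cutoff, the mean activation of sample wells plus 3 SD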; also: some results filed as inactive read as strong as hits
Target sequence (P08173 whole entry, looked up): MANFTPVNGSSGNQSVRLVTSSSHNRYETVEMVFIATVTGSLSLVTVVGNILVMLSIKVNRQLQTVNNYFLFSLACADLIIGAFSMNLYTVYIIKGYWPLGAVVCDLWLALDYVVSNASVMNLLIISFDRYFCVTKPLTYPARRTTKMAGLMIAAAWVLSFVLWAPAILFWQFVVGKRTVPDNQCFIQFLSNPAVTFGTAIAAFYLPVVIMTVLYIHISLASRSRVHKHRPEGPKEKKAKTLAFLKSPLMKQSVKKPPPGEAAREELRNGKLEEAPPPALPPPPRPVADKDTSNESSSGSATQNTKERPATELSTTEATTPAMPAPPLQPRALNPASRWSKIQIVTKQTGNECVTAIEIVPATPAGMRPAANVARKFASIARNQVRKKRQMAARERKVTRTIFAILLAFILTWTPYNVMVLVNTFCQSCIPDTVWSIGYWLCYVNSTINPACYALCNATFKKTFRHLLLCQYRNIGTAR
CHRM1 PAM – human M1 muscarinic receptor positive allosteric modulators, primary screen, CHO-K1 cells, Fluo-8 calcium fluorescence, 1536-well | CHO-K1 hM1, ACh EC20; 0% = ACh EC20, 100% = maximal ACh | activation, % at 3 µM | hit rate 0.088% among 360,000 | Muscarinic acetylcholine receptor M1 (Homo sapiens), P11229 | AID 588819, 2011; in the data active = activation above about 19%, passing the limit was not always enough
Target sequence (P11229 whole entry, looked up): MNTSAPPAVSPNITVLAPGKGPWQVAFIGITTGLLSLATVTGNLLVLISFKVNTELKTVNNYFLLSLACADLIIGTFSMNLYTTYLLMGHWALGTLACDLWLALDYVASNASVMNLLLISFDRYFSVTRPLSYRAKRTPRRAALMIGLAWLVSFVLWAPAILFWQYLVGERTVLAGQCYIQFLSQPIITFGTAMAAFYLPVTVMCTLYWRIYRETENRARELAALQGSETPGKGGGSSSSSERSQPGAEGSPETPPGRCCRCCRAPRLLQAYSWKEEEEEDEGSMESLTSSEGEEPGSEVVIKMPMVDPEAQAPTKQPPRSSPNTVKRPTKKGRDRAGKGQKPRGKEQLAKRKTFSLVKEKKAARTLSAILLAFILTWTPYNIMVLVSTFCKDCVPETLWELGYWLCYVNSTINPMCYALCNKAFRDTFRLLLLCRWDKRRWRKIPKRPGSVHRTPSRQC
CHRM4 antagonist – human M4 muscarinic receptor antagonists, primary screen, CHO cells, Fluo-8 calcium fluorescence. hit rate 0.73% among 360,000. AID 624125, 2012. inhibition, % at 3 µM. CHO-hM4 cells, ACh EC80. Muscarinic acetylcholine receptor M4 (Homo sapiens), P08173;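 active = inhibition above its plate's cutoff, the mean inhibition of sample wells plus 3 SD, cut at about 27% in these data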;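 also: 0% = acetylcholine EC80 with DMSO and 100% = DMSO without agonist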
CRFBP-R2 block – antagonists of CRF-BP/CRF-R2 complex, primary screen, cell-based, HEK293, calcium dye fluorescence, uHTS | hit rate 0.59% among 350,000 | inhibition, % at 11.8 µM | AID 588475, 2011 | CRF-induced calcium fluorescence;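 active = inhibition of the ligand-induced calcium signal above about 50% at the single tested concentration, limit read from the data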
CHRM5 PAM – human M5 muscarinic receptor positive allosteric modulators, primary screen, CHO-K1 cells, Fluo-8 calcium fluorescence. Muscarinic acetylcholine receptor M5 (Homo sapiens), P08912. CHO-K1 hM5, ACh EC20 PAM; 0% = ACh EC20, 100% = ACh EC100. activation, % at 3 µM. hit rate 0.3% among 360,000. AID 624038, 2012;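 active = activation above the run cutoff, the mean activation of all test compounds plus 3 SD, cut at about 18% in these data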
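Assay system: CHO-K1 hM5 cells / Incubation: Fluo-8 loading 80 min at 37 °C plus 30 min room temperature / Technique: Fluo-8 calcium dye fluorescence, kinetic read / Repeats: single replicate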
CHRM4 agonist – human M4 muscarinic receptor agonists, primary screen, CHO-K1 cells, Fluo-8 calcium fluorescence | Muscarinic acetylcholine receptor M4 (Homo sapiens), P08173 | CHO-K1 hM4/Gqi5; vehicle 0%, full acetylcholine response 100% | activation, % at 3 µM | hit rate 0.14% among 360,000;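 active = activation above the run mean over all test wells plus 3 SD, cut at about 32% in these data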;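 also: peak over basal fluorescence ratio per well then scaled between controls; 0% = DMSO wells and 100% = acetylcholine at EC100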
CHRM5 antagonist – human M5 muscarinic receptor antagonists, primary screen, CHO cells, Fluo-8 calcium fluorescence; Muscarinic acetylcholine receptor M5 (Homo sapiens), P08912; CHO-hM5 cells, ACh EC80; inhibition, % at 3 µM; hit rate 0.59% among 360,000;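 active = inhibition above a per-plate cutoff, the mean of that plate's test compounds plus 3 SD, cut at about 27% in these data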;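 also: 0% = acetylcholine EC80 with DMSO and 100% = DMSO without agonist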
CRFR2-BP ag – agonists of CRF-BP/CRF-R2 complex, primary screen, cell-based, HEK293, calcium dye fluorescence, uHTS; AID 588473, 2011; CRF-binding protein / CRF receptor 2 complex (human); calcium dye fluorescence (FLIPR); percent of saturating CRF peptide response; hit rate 0.46% among 350,000; activation, % at 13.2 µM;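 active = activation of at least 50%, plus an integration ratio under a set limit after plate pattern correction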;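 also: plate controls were neutral control wells without compound for no effect and CRF at EC100 for full effect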
CHRM5 agonist – human M5 muscarinic receptor agonists, primary screen, CHO-K1 cells, Fluo-8 calcium fluorescence | CHO-K1 hM5 cells; 0% DMSO wells, 100% maximal acetylcholine response | activation, % at 3 µM | hit rate 0.19% among 360,000 | AID 624037, 2012;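 active = activation above the run's mean over test compounds plus 3 SD, cut at about 23% in these data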;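 also: signal is peak over basal fluorescence ratio across the kinetic read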
* hit, by the source's call; · = not tested or not shown; & = joins results of further samples.

No.	CHRM4 PAM	CHRM1 PAM	CHRM4 antagonist	CRFBP-R2 block	CHRM5 PAM	CHRM4 agonist	CHRM5 antagonist	CRFR2-BP ag	CHRM5 agonist	structure
1	7	8	-1	-26	-2	1	9	0.4	0	O=C1CC(c2cccc(Cl)c2)CC(O)=C1C=Nc1cccc(Cl)c1 (stereo not drawn)
2	7	4	4	-12	-9	8	15	0.5	3	COc1ccc2cc(C(=O)N(C)CC(=O)Nc3ccccc3Br)ccc2c1
3	4	2	-6	-6	5	3	4	-0.1	0	CCS(=O)(=O)c1ccc2oc(SCC(=O)NCCc3ccccc3)nc2c1
4	-2	-2	6	-20	-2	7	-7	-1.5	3	O=c1nc2ccccc2c2n1CC(CN1CCN(c3cccc(Cl)c3)CC1)N2 (stereo not drawn)
5	-3	-3	4	-9	-6	1	9	0.1	-13	CN1CCN(NC(=S)NC(C)(C)CC(C)(C)C)CC1
6	6	0	-3	-21	-2	2	15	-1.3	3	COc1ccc(CC(=O)NCc2ccc3c(c2)cc(C)n3C)cc1
7	-8	-3	6	46	-5	-1	-2	0.1	-3	COc1ccc(N(C(=O)COc2ccc(C)cc2)S(=O)(=O)c2ccc(C)cc2)cc1
8	4	1	0	1	3	1	-2	-0.9	-2	CCC(C)NC(=O)N[C@@H](CCSC)C(=O)OC (stereo partly drawn)
9	-2	5	-6	10	-6	-2	3	1.1	-3	Cc1ccc(S(=O)(=O)N2CCCc3ccccc32)cc1
10	2	7	0	1	-4	1	3	-0.8	-1	O=C(Nc1ccc2c(c1)OCO2)c1cnccn1
11	-4	-7	4	10	-4	7	7	0.1	4	CC(=O)Nc1cccc(OCC(=O)Nc2cccc(S(=O)(=O)N3CCCC3)c2)c1
12	-4	·	4	·	-10	-1	7	·	-3	CCCCCCCCN1C(=O)[C@H](CC(=O)NCCCOCCCC)C[C@@]2(C(=O)OC)CC(C)(C)CC=C12
13	0	11	-2	-48	0	0	-4	1.8	-2	CCNC(=O)NC(=O)C(C)OC(=O)c1oc2ccccc2c1CSC1CCCCC1 (stereo not drawn)
14	9	6	-10	-19	3	-2	-5	-1.3	-4	CCC(C(=O)NC1CCCCC1)n1c2ccccc2c2nc(=O)cc(C)n21 (stereo not drawn)
15	20	13	1	8	1	1	-3	0.0	3	COc1ccc(N2CCN(S(C)(=O)=O)CC2)cc1
16	-25	-28	24	12	-33	1	17	0.8	-17	C/C(=N/OC(=O)c1c(-c2c(Cl)cccc2Cl)noc1C)c1cnccn1
17	6	1	5	-23	10	0	-18	-0.8	-3	CCc1nnc(NC(=O)C(CC)CC)s1
18	-1	3	0	-28	-3	6	0	-1.2	3	Cc1cccc2sc(NNC(=O)c3ccc(S(=O)(=O)N4CCc5ccccc5C4)cc3)nc12
19	6	3	-2	-4	5	2	5	-0.7	-1	CCOC(=O)N1CCN(C(=O)COc2ccc3ccccc3c2Br)CC1
20	8	7	-4	5	6	1	-8	6.1	-5	Nc1cccc(CN2CCCC2)c1
21	-5	1	7	-22	0	1	-2	-1.5	-1	CC(=O)c1nc(N2C(=O)CC(Cc3ccc(C)cc3)C2=O)sc1C (stereo not drawn)
22	24*	18	-2	4	4	2	2	-0.8	2	CCOCCCNC(=O)C(c1ccc(C)cc1)N(Cc1ccc2c(c1)OCO2)C(=O)CNC(C)=O (stereo not drawn)
23	2	4	-7	-3	-2	1	-1	0.3	-4	COc1cc([N+](=O)[O-])c2nccnc2c1
24	6	-1	29*	·	2	8	45*	·	20	CC1OC2CC(=O)OC2C2=C1C(=O)c1c(O)cccc1C2=O (stereo not drawn)
25	1	-1	-12	17	-3	0	9	0.0	-7	O=C(COc1ccc(Cl)cc1)N1N=C(c2cccs2)CC1c1ccco1 (stereo not drawn)
26	8	-3	-6	-10	-7	1	-2	0.7	0	CN(C)C(=O)CSc1nnc(CCN)o1
27	-4	-2	3	0	-1	0	7	-2.2	-4	COc1ccc(C(=O)N/C(=C\c2ccccc2)C(=O)NCCCn2ccnc2)cc1
28	-12	-9	11	-37	-7	4	9	5.2	4	Cn1c(N)c(C(=O)COC(=O)CC2CC3CCC2C3)c(=O)n(C)c1=O (stereo not drawn)
29	5	11	-3	16	-1	2	12	-1.3	0	COc1cc(C(=O)NCc2ccco2)c(Br)c(OC)c1OC
30	-3	·	4	·	-16	0	3	·	-6	CC(C)(C)n1nnnc1C(c1ccccc1)N1CCCN(Cc2ccc(F)cc2)CC1 (stereo not drawn)
31	4	7	3	16	3	0	4	1.0	-8	CCOc1ccc(OCCCN(C)C)cc1
32	2	3	5	5	5	1	0	-0.7	-1	c1ccc(CNn2nnnc2-c2ccccc2)cc1
33	2	-4	11	15	-12	2	-1	-1.7	-3	COc1ccccc1C(=O)OCCCN=C1NS(=O)(=O)c2ccccc21
34	-10	-6	9	98*	-18	11	35*	46	6	Cc1ccc(NC(=O)c2ccccc2NS(=O)(=O)c2ccc(F)cc2)cc1S(=O)(=O)N1CCCCC1
35	10	-2	-1	-3	-1	3	5	-0.5	1	CCOc1ccc(C(Nc2ccc(C)cc2)P2(=O)OCC(C)(C)CO2)cc1 (stereo not drawn)
36	3	12	-7	6	-2	0	10	-0.8	-1	CC[C@](C)(O)c1cc2ccccc2c(=O)o1
37	-6	4	2	-8	-2	5	-2	-0.2	2	O=C1CC(N2CCCc3ccccc32)C(=O)N1c1ccccc1 (stereo not drawn)
38	-1	-10	2	7	1	0	-2	0.1	-1	CC(C)(C)C1=Nn2c(nnc2-c2ccccc2F)SC1
39	10	-8	-3	0	-6	-1	-4	-1.6	-2	CCCCc1ccc(NC(=O)C2CCCC2)cc1
40	-12	6	-6	-2	2	1	2	-4.5	-16	Cc1ncc(S(=O)(=O)c2ccc(Cl)cc2)c(N)n1
41	-6	-4	13	-93	-4	0	8	9.0	2	CC(C)(C)c1nnc(NC(=O)Cc2ccc(Br)cc2)s1
42	0	19	-16	-14	3	1	4	0.2	2	O=C(OCN1C(=O)C(=O)c2ccccc21)c1ccc(Cl)cc1
43	-4	4	14	-9	-2	0	7	3.2	-2	O=C(Nc1ccncc1)C1CC(=O)N(Cc2ccccc2)C1 (stereo not drawn)
44	1	4	3	-1	-2	1	3	-0.9	-1	CCc1sc(NC(=O)CN2CCOCC2)nc1-c1ccccc1
45	1	11	-4	0	-6	3	-1	2.9	5	COC(=O)c1c(C)[nH]c(C(=O)C(C)OC(=O)C2CC2C)c1C (stereo not drawn)
46	1	9	-6	5	6	1	-3	0.8	1	O=C(COc1ccccc1)NC1CCS(=O)(=O)C1 (stereo not drawn)
47	0	0	7	-1	-4	0	9	2.5	2	Cc1nc(SCC(=O)Nc2ccc3[nH]c(=O)[nH]c3c2)nc(C)c1C
48	-1	4	-5	·	-2	0	-1	·	0	Cc1cccc(C)c1NC(=O)C1(C)CCC(=O)N1c1cc(C(C)(C)C)nn1C (stereo not drawn)
49	5	6	-5	-6	0	1	-7	0.0	3	CC(=O)N(CC1CCCO1)C1(C(=O)NC2CCCC2)CCCCC1 (stereo not drawn)
50	-1	-34	4	0	3	1	-4	-0.8	1	COc1ccccc1CN(C)C[C@H]1OCc2cnnn2CCCC(=O)N([C@@H](C)CO)C[C@@H]1C
51	3	4	-4	19	-1	3	3	-0.6	-5	COc1cccc(CNC(=O)Cn2cccc2C(=O)c2ccccc2C)c1
52	6	10	-1	14	0	1	1	0.6	0	Cc1cc(CNC[C@H]2O[C@@H](n3cnc4c(N)ncnc43)[C@H](O)[C@@H]2O)no1
53	0	-6	11	-59	-2	0	14	0.9	-3	Cc1ccc(/C=C/C(=O)Nc2ccc(S(=O)(=O)Nc3onc(C)c3C)cc2)cc1
54	-9&-11	·	-1&1	·	-6&-18	10&2	2&-1	·	1&-3	CC(C)(C)n1nnnc1C(c1ccccc1)N1CCN(c2ncccc2C(F)(F)F)CC1 (stereo not drawn)
55	-6	0	0	1	-5	1	10	0.7	-1	O=C(NC1CCCCC1)C(c1ccccc1)N(Cc1ccco1)C(=O)c1csnn1 (stereo not drawn)
56	3	-6	5	5	-3	1	8	-1.3	-3	CN(C)S(=O)(=O)c1cccc(C(=O)NCCc2ccccc2)c1
57	0	2	3	7	-5	1	12	-0.8	-2	CC1CN(C(=S)NC(=O)c2ccccc2)CC(C)O1 (stereo not drawn)
58	-8	5	2	-17	2	1	-2	-1.3	-9	CCOC(=O)N1CCC(N2CCCC(C(=O)c3ccccc3OC)C2)CC1 (stereo not drawn)
59	-4	3	-12	-1	-8	11	-2	-1.0	3	N#Cc1ccc(OCC(=O)Nc2nc(-c3ccccn3)cs2)cc1
60	-3	9	-1	-2	3	0	-4	5.3	-2	Cc1ccc(C(=O)CSc2nnc3c4ccccc4nc(Cc4ccccc4)n23)cc1

A draw from above in order of count of non-hydrogen atoms, smallest number first.
No.	CHRM4 PAM	CHRM1 PAM	CHRM4 antagonist	CRFBP-R2 block	CHRM5 PAM	CHRM4 agonist	CHRM5 antagonist	CRFR2-BP ag	CHRM5 agonist	structure
31	4	7	3	16	3	0	4	1.0	-8	CCOc1ccc(OCCCN(C)C)cc1
41	-6	-4	13	-93	-4	0	8	9.0	2	CC(C)(C)c1nnc(NC(=O)Cc2ccc(Br)cc2)s1
44	1	4	3	-1	-2	1	3	-0.9	-1	CCc1sc(NC(=O)CN2CCOCC2)nc1-c1ccccc1

The listing continues:
No.	CHRM4 PAM	CHRM1 PAM	CHRM4 antagonist	CRFBP-R2 block	CHRM5 PAM	CHRM4 agonist	CHRM5 antagonist	CRFR2-BP ag	CHRM5 agonist	structure
61	1	9	-2	-6	-2	-1	4	-0.3	-1	CCCCc1nc(Cl)c(C#N)c2c1CCCC2
62	-3	3	5	14	13	0	-9	-0.8	-1	Cc1ccc(S(=O)(=O)N2CCC(C(=O)O)CC2)cc1C(=O)O
63	-1	12	-1	3	5	0	-5	-2.2	-2	COc1ccc(-c2nnn(CC(=O)N(CCO)C(C(=O)NC3CCCC3)c3ccncc3)n2)cc1 (stereo not drawn)
64	12	11	-12	1	3	-2	2	-0.7	-1	O=C(COc1ccccc1)Nc1cc(Cl)ccc1Cl
65	4	8	-4	·	5	2	8	·	1	CCOC(=O)C(c1nc2ccccc2[nH]1)n1c(-c2ccccn2)nc2ccccc21 (stereo not drawn)
66	0	2	3	-18	-6	2	5	2.7	-1	O=C(CSc1nncn1-c1ccccc1)c1c[nH]c2ccccc12
67	12	4	6	-2	4	1	2	-8.6	-1	Cc1ccnc(SCCn2c(N3CCC(C)CC3)nc3c2c(=O)n(C)c(=O)n3C)n1
68	9	13	-9	-16	5	8	-5	17	8	Cc1ccc(C2CC(c3cccc(C)c3)n3ncnc3N2)cc1 (stereo not drawn)
69	4	5	-1	-9	-1	3	5	1.4	1	CN(Cc1ccccc1F)C(=O)c1ccc2c(=O)n3c(nc2c1)CCC3
70	-8	-1	5	6	-4	5	19	7.1	-4	Cc1cccc(N2CCN(C(=O)CSc3nc4ccccc4nc3N3CC(C)OC(C)C3)CC2)c1C (stereo not drawn)
71	-9	7	19	19	0	0	-4	0.0	0	CSc1nnc(COc2ccc(C)cc2)n1N

Screening results as filed in PubChem.
